CHOP UPR activ: apoptotic UPR (CHOP) activation. CHO-CHOP luciferase reporter, luminescence; percent of tunicamycin response over DMSO baseline. activation, % at 10 µM. 330,000 tested, 0.34% active. AID 449763;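 active means at 10 µM dose, activation of 40% or more, normalized to positive control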;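 further: 100% = tunicamycin at 10 µg/mL and 0% = DMSO alone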
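Material: CHO-CHOP cells, stable luciferase reporter of PERK-eIF2a-CHOP signalling; quantity: 500 reporter cells seeded per well; buffer or medium: F12 medium containing 10% fetal bovine serum; compound: one dose, 10 µM in 0.5% DMSO; incubation: 6 h compound treatment, 37 °C; measured by: Steady-Glo luciferase luminescence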
Mdm2-MdmX inh: disrupts the human Mdm2-MdmX interaction; O15151+Q00987; SaOS-2 split-luciferase Mdm2/MdmX complementation, luminescence; inhibition, % at 8 µM; 330,000 tested, 3% active; AID 485346;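 active means inhibition of at least 50% at 8 µM in the primary screen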
XBP1 UPR activ: activators of adaptive arm of unfolded protein response (XBP1); CHO-XBP1 luciferase reporter, IRE1-XBP1 UPR activation, luminescence; percent of tunicamycin response, DMSO as zero; activation, % at 20 µM; 330,000 tested, 0.33% active;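 active means versus positive control, 20 µM dose yields 30% or more activation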;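 further: 100% = tunicamycin at 10 µg/mL and 0% = DMSO only wells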
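Material: IRE1-XBP1 luciferase reporter CHO line / Quantity: one thousand reporter cells per well / Buffer or medium: F12 with 10% serum / Compound: 20 µM single concentration, DMSO 1% / Times: 6 h treatment, 37 °C / Detection: Steady-Glo luciferase glow luminescence, 10 min after reagent addition / Benchmarks: tunicamycin high, DMSO low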
tim10-1 inh: growth inhibitors of tim10-1 mutant yeast | 330,000 tested, 2.2% active | inhibition, % at 20 µM | S. cerevisiae tim10-1 ts strain growth, BacTiter-Glo, 24 h | AID 463190;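 active means inhibition of at least 40%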;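 further: mutant grown at 25 °C; 0% = DMSO wells with yeast and 100% = wells holding no yeast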
APJ antagonist: blocks the human apelin receptor APJ; inhibition, % at 20 µM; P35414; CHO-K1 APJ beta-arrestin complementation, luminescence; AID 2521; 330,000 tested, 0.32% active;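 active means inhibition above about 40% at 20 µM, limit read from the data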;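 further: cells challenged with 10 nM apelin-13 agonist together with compound; plate controls were apelin-13 plus DMSO wells for no effect and DMSO wells lacking apelin-13 for full effect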
Target sequence (P35414 whole entry, looked up): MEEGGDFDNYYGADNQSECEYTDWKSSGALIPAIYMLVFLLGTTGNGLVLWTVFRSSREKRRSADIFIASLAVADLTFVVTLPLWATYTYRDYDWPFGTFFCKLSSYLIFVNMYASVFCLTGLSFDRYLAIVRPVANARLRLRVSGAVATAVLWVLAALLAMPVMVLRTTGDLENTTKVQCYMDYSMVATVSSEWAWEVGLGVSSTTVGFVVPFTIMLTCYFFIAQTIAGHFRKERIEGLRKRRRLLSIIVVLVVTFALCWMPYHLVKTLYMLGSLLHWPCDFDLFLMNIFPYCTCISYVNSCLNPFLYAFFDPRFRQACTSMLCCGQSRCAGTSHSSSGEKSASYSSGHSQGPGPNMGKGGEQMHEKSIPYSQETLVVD
CXCR6 block: inhibitors of human CXCR6 receptor | 360,000 tested, 0.36% active | AID 602244 | inhibition, % at 20 µM | CHO-K1 PathHunter CXCR6 beta-arrestin, luminescence; in the data active means inhibition above about 34%, passing the limit was not always enough;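 further: antagonist mode with CXCL16 agonist at 10 nM final; 0% = 10 nM CXCL16 with DMSO and 100% = unstimulated wells without agonist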
Target sequence (O00574 whole entry, looked up): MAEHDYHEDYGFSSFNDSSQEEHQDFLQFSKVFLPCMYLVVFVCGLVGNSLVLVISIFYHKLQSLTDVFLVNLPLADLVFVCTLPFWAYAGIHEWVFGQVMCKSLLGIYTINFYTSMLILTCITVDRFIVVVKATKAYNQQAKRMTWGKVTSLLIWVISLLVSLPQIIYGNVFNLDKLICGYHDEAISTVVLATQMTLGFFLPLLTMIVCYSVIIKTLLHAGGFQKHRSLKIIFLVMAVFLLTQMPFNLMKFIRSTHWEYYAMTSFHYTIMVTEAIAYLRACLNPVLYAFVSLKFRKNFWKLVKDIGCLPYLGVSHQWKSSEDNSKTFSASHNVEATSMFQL
TIM10 inh: TIM10 yeast growth inhibition; 330,000 tested, 1.4% active; AID 463195; inhibition, % at 10 µM; S. cerevisiae TIM10 strain growth, BacTiter-Glo luminescence, 24 h;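 active means inhibition of 40% or more at the single tested concentration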;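 further: wild-type TIM10 isogenic control strain grown at permissive 25 °C; 0% = DMSO yeast wells and 100% = minimal medium wells without yeast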
tim23-1 inh: growth inhibitors of tim23-1 mutant yeast | S. cerevisiae tim23-1 growth, BacTiter-Glo luminescence, 24 h | inhibition, % at 20 µM | 330,000 tested, 1.3% active | AID 463212;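 active means growth inhibition of the mutant yeast at or above 50%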;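 further: temperature-sensitive mutant grown at 25 °C; plate controls were DMSO-treated mutant yeast for no effect and medium wells lacking yeast for full effect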
APJ agonist: APJ receptor agonism. activation, % at 20 µM. 330,000 tested, 0.11% active. CHO-K1 APJ PathHunter beta-arrestin, luminescence; 0% DMSO wells, 100% apelin. P35414. AID 2520;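 active means activation more than six SD over the plate average, tested at 20 µM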;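 further: 0% = DMSO alone and 100% = apelin-13 at 10 nM; some results filed as inactive read as strong as hits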
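Assay system – PathHunter CHO-K1 APJ (AGTRL-1) beta-arrestin reporter cells · Compound – one dose, 20 µM compound, 1% DMSO · Timing – compound 90 min 25 °C, reagent 1 h · Measured by – luminescence from split beta-galactosidase complementation, Galacton Star/Emerald II substrate · Measure – beta-arrestin recruitment to APJ as agonist activity, luminescent signal · Benchmarks – DMSO vs Apelin-13 10 nM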
The depositor's hits bear a star; . = not tested or not shown. This is a subset; rates above refer to the full screens.

Second line of a record – XBP1 UPR activ	tim23-1 inh	TIM10 inh	APJ antagonist	CXCR6 block	tim10-1 inh	Mdm2-MdmX inh	CHOP UPR activ	APJ agonist
- Cc1cc(/C=N/NC(N)=O)c(C)c(CO)c1
  0	-11	-2	13	4	10	-13	-0.5	-2
- O=C1CCCC(=NCc2ccco2)C1
  -3	-11	-11	-1	4	-15	15	-1.9	-5
- CCOC(=O)C1CCCN(c2c(NCCCN3CCCC(C)C3)c(=O)c2=O)C1 (stereo unspecified)
  0	9	-13	-4	1	6	-17	0.8	0
- Cc1cccc2c3c([nH]c12)C(=O)CC(C)(C)S3
  6	9	16	0	-6	9	18	-2.1	-5
- CC(C)C(=O)NCCn1ccc2ccccc21
  -3	-9	-4	0	1	10	-10	-0.7	-2
- CCOC(=O)c1ccccc1OCc1cc(/C=N/NC(=O)c2cccnc2)ccc1OC
  -2	-1	4	-17	-6	6	28	1.1	6
- CCOc1ccc(OCCSc2nnnn2C2CCCCC2)cc1
  -1	27	2	7	-3	31	-1	-0.4	-9
- CN1CCN(CCC(=O)Nc2cccc(Br)c2)CC1
  -2	-17	-6	8	2	-12	-10	1.5	0
- CN1CCC(=NNC(=O)C(=O)NC(C)(C)C)CC1
  3	17	3	8	-2	7	-13	-0.3	-4
- COC(=O)c1[nH]c2ccccc2c1NC(=O)CCN1CCN(C2CCCCC2)CC1
  -2	-5	-4	8	.	5	-16	0.2	0
- COc1cccc(CC(=O)N2CCC(n3nccc3NC(=O)C3CCOC3)CC2)c1 (stereo unspecified)
  -4	13	5	-7	5	9	20	2.8	-1
- COC(=O)Cc1ccc(OCC(=O)NC2CCCC2)cc1
  -1	-5	2	-16	1	-4	8	-1.3	-3
- COc1ccc(C(=O)NNC(=O)CSc2nnnn2-c2cc(OC)cc(OC)c2)cc1
  2	0	-5	-8	-4	-6	-19	1.0	-1
- NC(CO)c1cn([C@@H](CCC(=O)O)C(=O)N2CCNCC2)nn1 (stereo partly specified)
  -1	-7	-8	-37	3	-18	-2	0.8	3
- CC(=O)N1CCN(C(=S)c2ccc(Cl)cc2)CC1
  -3	5	4	2	3	-4	16	-0.9	-3
- O=C1NCCCCC1NS(=O)(=O)c1ccc(Cl)cc1 (stereo unspecified)
  -4	-55	6	-1	0	-3	0	3.1	0
- O=S(=O)(c1ccccc1)c1nnn2c1nc(NC1CCN(Cc3ccccc3)CC1)c1cc(Cl)ccc12
  7	14	-5	-23	18	7	100*	12	5
- CC(C)(C)C(=O)Nc1nnc(SCc2cccc(F)c2)s1
  0	30	8	-11	-2	3	-38	5.9	0
- O=C(NCCSc1ccccc1)c1cncc(Br)c1
  3	-9	-12	5	-2	3	-40	3.1	-5
- CCCCc1nc2n[nH]c(N)c2c2c1CSC(C)(C)C2
  1	8	0	1	0	7	17	-2.0	0
- COc1ccc(CCC(=O)N2CCN(S(=O)(=O)c3cccc(C(F)(F)F)c3)CC2)cc1OC
  -1	24	17	2	2	17	0	-2.7	-1
- CCOc1ccc(Nc2cc(C)nc(N3CCOCC3)n2)cc1
  1	10	0	-5	2	14	-13	-0.9	-6
- OC(COc1ccc(OCc2ccccc2)cc1)CN1CCCCC1 (stereo unspecified)
  0	-13	-11	9	5	-7	-12	1.7	-9
- Cc1ccc(O)c(-c2cc(-c3cccc(F)c3)n[nH]2)c1
  4	36	43*	-16	-5	53*	-24	4.1	-3
- Cc1ccc(S(=O)(=O)NC(=O)NCc2ccc(F)cc2)cc1
  -4	-4	-7	6	-12	-6	16	0.0	-3
- CCN(CC)CCC(C)OC(=O)c1ccc(O)cc1O (stereo unspecified)
  1	-1	8	2	1	-1	3	2.6	3
- COc1ccccc1-n1c(=O)c2c3c(sc2n2c(SC(C)C)nnc12)CCC3
  -2	19	16	13	-11	18	33	-0.4	-4
- COc1ccc(/C=N/N=C2/NC(=O)C(CC(=O)O)S2)cc1OCc1ccccc1Cl (stereo unspecified)
  3	13	9	-13	5	3	17	-2.0	-1
- COc1cc(NS(=O)(=O)c2ccc(NC(=O)CN3C(=O)c4ccccc4C3=O)cc2)nc(OC)n1
  2	-3	8	-15	7	3	13	-1.0	1
- O=C1CC(c2ccccc2)CCc2sccc2N1 (stereo unspecified)
  1	11	1	7	-2	8	13	0.3	3

3 records picked at random from those above:
Second line of a record – XBP1 UPR activ	tim23-1 inh	TIM10 inh	APJ antagonist	CXCR6 block	tim10-1 inh	Mdm2-MdmX inh	CHOP UPR activ	APJ agonist
- COc1ccccc1-n1c(=O)c2c3c(sc2n2c(SC(C)C)nnc12)CCC3
  -2	19	16	13	-11	18	33	-0.4	-4
- OC(COc1ccc(OCc2ccccc2)cc1)CN1CCCCC1 (stereo unspecified)
  0	-13	-11	9	5	-7	-12	1.7	-9
- COc1cc(NS(=O)(=O)c2ccc(NC(=O)CN3C(=O)c4ccccc4C3=O)cc2)nc(OC)n1
  2	-3	8	-15	7	3	13	-1.0	1

Going on with the list:
Second line of a record – XBP1 UPR activ	tim23-1 inh	TIM10 inh	APJ antagonist	CXCR6 block	tim10-1 inh	Mdm2-MdmX inh	CHOP UPR activ	APJ agonist
- O=c1c2ccccc2nc2n1C(CSCc1ccccc1)CS2 (stereo unspecified)
  1	10	-12	-8	-12	6	12	-2.0	2
- COc1ccccc1CCc1nnc(CCC(=O)NCC[C@@H]2C[C@@H]3C=C[C@H]2C3)o1
  -2	28	18	17	8	18	-8	4.0	-4
- CCC(O)CNc1nc(-n2nc(C)cc2C)nc2sc3c(c12)CC(C)(C)OC3 (stereo unspecified)
  -2	35	23	17	4	27	6	-0.4	-3
- O=C1CC(c2ccccc2)n2nc(NS(=O)(=O)c3ccccc3)nc2N1 (stereo unspecified)
  2	5	-24	-21	3	0	-1	-4.8	2
- O=C(CSc1nc2ccccc2[nH]1)NCc1ccccc1
  -1	8	1	-3	6	18	-50	-0.6	0
- COc1cccc(CNc2cc(C)ccn2)c1O
  2	-1	-1	3	4	5	-75	7.9	-5
- COc1ccc(Cn2ccnc2SCC(=O)NC2CCCC2)cc1
  6	20	13	-2	-20	14	-12	-1.0	5
- COc1ccc(SC[C@H](Cc2ccccc2)N2CC[C@@H](NC(=O)OCc3ccccc3)CCC2=O)cc1
  -2	20	9	13	13	21	22	3.6	-1
- CC(C)(C)NC(=O)C(=O)NNC(=O)COc1ccccc1
  2	-1	-6	8	-6	8	6	0.0	-4
- CCC(C)c1ccccc1OCCCN(C)Cc1ccccc1 (stereo unspecified)
  -5	17	-11	8	-2	14	24	-0.2	-3
- CN(CC(=O)O)S(=O)(=O)c1ccc2c(c1)n(C)c(=O)c(=O)n2C
  -1	0	12	7	-7	3	13	0.9	0
- CN(C)S(=O)(=O)c1cccc(NC(=S)Nc2cc(Cl)cc(Cl)c2)c1
  4	52*	60*	12	-8	58*	12	4.6	-2
- CCC(=O)c1cc(F)c(N2CCN(S(=O)(=O)c3ccccc3)CC2)cc1C
  -5	33	22	-3	0	15	3	-0.1	1
- C#CCOCCOCCOCCNc1nc(N2CCN(C(=O)[C@H](CCC(=O)O)n3cc(C(N)CO)nn3)CC2)nc(N2CCN(C(=O)[C@H](Cc3ccc(O)cc3)n3cc(C(N)CC(C)C)nn3)CC2)n1 (stereo partly specified)
  4	9	0	18	.	12	15	0.1	-4
- COc1ccc(CNC(=O)CNC(=O)c2sc3ccccc3c2Cl)cc1OC
  3	-2	-14	12	-3	-19	6	-0.4	0
- O=C(/C=C/c1ccc(OCc2c(F)cccc2Cl)cc1)N1CCOCC1
  3	33	7	-3	2	6	89*	1.2	-2
- Cc1nc(N2CCC(C(N)=O)CC2)c2c(-c3cccs3)csc2n1
  0	18	18	16	-9	30	21	-1.7	-4
- Cc1cc2cc(CNC(=O)c3ccc(C)c([N+](=O)[O-])c3)ccc2[nH]1
  -2	62*	8	21	-5	38	-8	-0.2	7
- c1ccc2c(c1)c1ccccc1n1c(-c3ccc4c(c3)OCO4)nnc21
  6	42	68*	13	8	37	4	-1.6	-1
- CC1([N+](=O)[O-])COC2(OC1)C(=O)Nc1ccccc12 (stereo unspecified)
  1	9	5	-3	8	8	19	-0.2	0

Sorted by value in XBP1 UPR activ (descending): some entries from above.
Molecule | XBP1 UPR activ | APJ antagonist | CXCR6 block | Mdm2-MdmX inh | APJ agonist
CN(C)S(=O)(=O)c1cccc(NC(=S)Nc2cc(Cl)cc(Cl)c2)c1 | 4 | 12 | -8 | 12 | -2
Cc1cc2cc(CNC(=O)c3ccc(C)c([N+](=O)[O-])c3)ccc2[nH]1 | -2 | 21 | -5 | -8 | 7
CCC(=O)c1cc(F)c(N2CCN(S(=O)(=O)c3ccccc3)CC2)cc1C | -5 | -3 | 0 | 3 | 1

Continued.
Second line of a record – XBP1 UPR activ	tim23-1 inh	TIM10 inh	APJ antagonist	CXCR6 block	tim10-1 inh	Mdm2-MdmX inh	CHOP UPR activ	APJ agonist
- O=C(NC1CCCCC1)c1cc2cc(Br)ccc2o1
  3	28	-17	-12	-10	7	-129	5.7	-1
- CN(C)CCCNC(=O)c1ccc(Oc2ccccc2)cc1
  -1	11	-9	-18	-8	10	3	-1.9	0
- CC(C)CCNC(=S)Nc1ccc2nc3n(c(=O)c2c1)CCCCC3
  2	16	-22	-6	6	11	23	3.1	1
- CC(C)Oc1cccc(C(=O)C2CCCN(Cc3cccn3-c3ccccn3)C2)c1 (stereo unspecified)
  -3	20	11	7	5	5	35	-0.6	-4
- CCCCNC(=O)NNC(=O)c1cc(C)on1
  -1	13	2	8	6	-13	16	-0.5	1

Screening results: PubChem BioAssay, Sanford-Burnham Center for Chemical Genomics
